TRHR ag – activates the human TRH receptor; P34981; TRHR cells, calcium flux fluo-8, FDSS agonist mode; activation, % at 2 µM; 0.18% of 360,000 active; AID 493084; in the data active = activation above about 30%; also: 0% is about no effect
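TRHR-expressing cells, plated overnight in medium with 10% serum, were loaded with fluo-8 calcium dye at room temperature. After a 10 s baseline, library compound was pin-added and calcium release was recorded kinetically (ex 480/em 530) as agonist response.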
Apoferritin bind – candidate novel general anesthetic via apoferritin binding; P02791; apoferritin/1-aminoanthracene competitive binding, fluorescence; Potency, µM (titrated, usually from 77.5 µM), for inactives: top-dose activity change, negative = displacement, usual class: inhibitors; 0.074% of 350,000 active; AID 485281; also: potency is read from the fitted curve at half-maximal effect; % is scaled to controls: 0 for no effect and ±100 for the full control effect; nearly all actives have a fitted effect of over 20% in size
Target sequence (P02791 2-175 limits assumed): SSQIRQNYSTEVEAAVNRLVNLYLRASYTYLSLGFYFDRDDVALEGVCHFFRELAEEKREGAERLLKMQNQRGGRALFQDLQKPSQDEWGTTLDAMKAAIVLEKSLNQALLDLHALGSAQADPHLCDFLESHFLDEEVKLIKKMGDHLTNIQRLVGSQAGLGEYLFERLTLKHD
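10 uM apoferritin + 50% sat. 1-AMA, PBS; cpd 10 min RT; Ex380/Em535 endpoint; normalized to free probe vs complex; 4-param Hill fit; propofol titration as pos. ctrl.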
APE1 inh – blocks human APE1 abasic DNA cleavage; P27695; recombinant APE1, TAMRA/BHQ-2 abasic DNA cleavage fluorescence; Potency, µM (doses to about 65.8 µM), for the others: at the highest dose activity change, negative = inhibition, usual class: inhibitors; 0.35% of 350,000 active; AID 2517;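 also: potency is read from the fitted curve at half-maximal effect; plate controls were vehicle for no effect and reference inhibitor for full effect; nearly all actives have a fitted effect of over 55% in size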
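Compound pre-exposure to 0.75 nM APE1, 15 min at ambient temperature. Reaction initiated with 50 nM TAMRA/BHQ-2 THF substrate, read immediately in kinetic mode, 525 nm excitation, 598 nm emission.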
POLI inh – inhibitors of human DNA polymerase iota; Potency, µM (highest dose often 115 µM), for the others: at the top dose activity, negative = inhibition, most hits filed as inhibitors; Pol iota fluorescent replication assay, 10 min; AID 588590; Q9UNA4; 1% of 390,000 active; also: potency is read from the fitted curve at half-maximal effect
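Pol iota at 10 nM preincubated 15 min with compounds at room temperature; reaction started with fluorescent substrate, 50 nM final. Fluorescence read kinetically at 0 and 10 min; buffer-only wells as negative control.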
POLB inh – DNA polymerase beta (human) inhibition | P06746 | Pol beta primer extension/strand displacement, fluorescence kinetic | Potency, µM (titrated, usually from 114 µM), without a hit: at the top dose activity change, negative = inhibition, actives largely listed as inhibitors | 1.3% of 340,000 active | AID 485314; also: potency is read from the fitted curve at half-maximal effect; % is scaled to controls: 0 for no effect and ±100 for the full control effect
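Preincubation: enzyme (10 nM) with compound, 15 min, RT. Reaction: substrate added to 50 nM final. Reads: 0 and 10 min. Analysis: normalized, Hill fit.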
POLK inh – DNA polymerase kappa (human) inhibition. purified Pol kappa, fluorescent DNA synthesis assay, 10 min. Potency, µM (doses to about 107 µM), inactives show at the highest dose activity, negative = inhibition, actives largely listed as inhibitors. 0.53% of 400,000 active. AID 588579; also: potency is read from the fitted curve at half-maximal effect; % is scaled to controls: 0 for no effect and ±100 for the full control effect
Target sequence (Q9UBT6 whole entry, looked up): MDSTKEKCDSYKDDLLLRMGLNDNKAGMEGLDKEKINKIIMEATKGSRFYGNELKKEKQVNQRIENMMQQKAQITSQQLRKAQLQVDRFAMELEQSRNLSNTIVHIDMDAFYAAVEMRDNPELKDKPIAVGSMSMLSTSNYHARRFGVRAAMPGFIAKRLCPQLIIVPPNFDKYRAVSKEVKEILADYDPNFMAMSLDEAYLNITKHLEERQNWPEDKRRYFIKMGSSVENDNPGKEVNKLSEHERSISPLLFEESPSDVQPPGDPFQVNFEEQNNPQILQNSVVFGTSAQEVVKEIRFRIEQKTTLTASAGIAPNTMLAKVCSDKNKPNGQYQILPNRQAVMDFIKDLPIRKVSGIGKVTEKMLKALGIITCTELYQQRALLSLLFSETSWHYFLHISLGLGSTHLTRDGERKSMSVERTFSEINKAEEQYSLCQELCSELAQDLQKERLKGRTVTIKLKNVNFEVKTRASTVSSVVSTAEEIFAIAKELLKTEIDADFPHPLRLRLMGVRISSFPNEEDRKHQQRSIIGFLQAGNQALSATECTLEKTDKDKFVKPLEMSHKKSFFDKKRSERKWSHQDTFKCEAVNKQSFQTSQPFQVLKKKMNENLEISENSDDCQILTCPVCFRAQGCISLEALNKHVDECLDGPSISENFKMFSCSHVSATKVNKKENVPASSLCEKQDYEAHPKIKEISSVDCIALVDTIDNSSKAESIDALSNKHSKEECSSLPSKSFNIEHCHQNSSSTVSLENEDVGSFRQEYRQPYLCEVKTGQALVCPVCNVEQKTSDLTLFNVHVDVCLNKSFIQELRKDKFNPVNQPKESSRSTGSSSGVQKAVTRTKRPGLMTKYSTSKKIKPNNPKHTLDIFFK
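Inhibition of 10 nM Pol kappa is measured by a fluorescent read-out at 0 and 10 min following addition of 50 nM substrate (final), with a 15-min room-temperature compound preincubation.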
ERG Ets-DNA blk – ERG Ets/DNA interaction inhibition; fluorescence polarization, His-ERG Ets domain / labelled DNA; Potency, µM (series often up to 76.9 µM), for inactives: at the highest dose FP activity, negative = inhibition, hits mostly inhibitors; 0.028% of 370,000 active; AID 624246; active = well fitted inhibition curve with a large enough effect in the polarisation, with a control signal flat; inconclusive = small, poorly fitted or top-dose-only effect, or effect the other way, or a change in a side signal; inactive = no such curve, though single readings can be large or run the other way; the % refers to the polarisation;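 also: polarization taken with two DNA probes labelled with fluorescein and Texas red; potency is read from the fitted curve at half-maximal effect; % of control where 0% means no effect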
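His-tagged ERG Ets domain (1 uM in the protein solution; 300mM KCl, 50mM Tris-HCl, 1mM EDTA, 1mM DTT, pH 7.5) received compound, then a probe mix of 5 nM fluorescein-DNA and 100nM Texas-615-DNA. Fluorescence polarization was read for both dyes.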
ALOX12 inh – blocks human arachidonate 12S-lipoxygenase | purified 12hLO, xylenol orange hydroperoxide absorbance | Potency, µM (series often up to 108 µM), inactives show top-dose activity change, negative = inhibition, usual class: inhibitors | 1.1% of 580,000 active; also: potency is read from the fitted curve at half-maximal effect; % is scaled to controls: 0 for no effect and ±100 for the full control effect
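Hydroperoxide product was detected by ferrous iron/xylenol orange as the 573 to 405 nm absorbance ratio. Arachidonic acid at 40 uM (final) was turned over for 30 min at room temperature by 150 nM human 12hLO, pH 7.0 Hepes buffer, after 15 min compound preincubation.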
BLM inh – inhibitors of human Bloom syndrome helicase BLM. P54132. recombinant BLM DNA unwinding, fluorescence dequenching. Potency, µM (series often up to 56.1 µM), for inactives: top-dose activity change, negative = inhibition, usual class: inhibitors. 0.2% of 350,000 active;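 also: potency is read from the fitted curve at half-maximal effect; plate controls were vehicle for no effect and no enzyme for full effect; nearly all actives have a fitted effect of over 35% in size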
Active calls of the source: *; ? = inconclusive; nt = not tested or not shown; & = joins results of further samples; [ ] = dose if it differs, or a comment. Unless noted, calls follow the shape of the dose curve; as a rule, active = well fitted curve in the direction sought with a large enough effect; inconclusive = small, poorly fitted or top-dose-only effect, or another doubt; inactive = no such curve, though single readings can be large; an effect the other way counts as inactive or inconclusive. This is a subset. The share of hits here may be higher or lower than overall.

Values run as follows: POLB inh	TRHR ag	BLM inh	POLK inh	POLI inh	ERG Ets-DNA blk	Apoferritin bind	APE1 inh	ALOX12 inh
COC(=O)c1[nH]c2cc(OC)c(OC)cc2c1NC(=O)c1cccc(OC)c1
    -15%	0.4	-12%	-17%	-6%	-1%	-10%	-5%	-18%
CCOC(=O)C1CCCN(c2c(NCCc3cccc(C)c3)c(=O)c2=O)C1 (configuration not stated)
    20%	0.6	-3%	8%	51%[activator]	4%	-13%	-1%	-2%
Cc1ccccc1-c1ccnc2[nH]n(-c3ccccc3)c(=O)c12
    79%&4%	0.3&-0.2	0%&-2%	1%&-37%	?	5%&2%	-6%&4%	13%	-3%&-18%
CC1(O)CC2C(CC1O)C2(C)C (configuration not stated)
    nt	nt	3%	-2%[60.1 µM]	nt	nt	-9%	1%	nt
NCCCCCc1nnc(SCc2ccc(Cl)cc2Cl)o1
    26%	0.2	-5%	-14%	-1%	4%	?	5%	-28%
CS(=O)(=O)c1ccc(Cl)c(NC(=O)CSc2n[nH]c(N)n2)c1
    nt	0.2	nt	0%	28%	-2%	nt	35%	22%
CCCCn1c(N)c(N(CC)C(=O)c2cc(Br)ccc2Cl)c(=O)[nH]c1=O
    -1%	0.4	-1%	-8%	51%[activator]	8%	0%	19%	-10%
O=C(NNC(=O)c1ccccc1O)c1ccc(NS(=O)(=O)c2ccc(F)c(F)c2)cc1
    nt	-0.3	nt	-5%	12%	-2%	nt	-5%	-11%
O=[N+]([O-])c1ccccc1/C=N/N1CCN(c2ccncc2S(=O)(=O)N2CCCCC2)CC1
    ?	-0.7	-7%	-12%	8%	4%	-10%	-2%	-12%
CC(=O)NCc1ccc(C(=O)CSc2nnc(-c3ccncc3)n2Cc2ccccc2)o1
    20µM*	0.1	-21%	79µM*	22µM*	-1%	0%	?	nt
COc1ccc(C(=O)Cn2nnc(-c3ccccc3NC(=O)c3ccco3)n2)cc1
    15%	0.6	-4%	0%	-4%	-11%	-16%	-1%	0%
CCc1ccc(C(=O)C(C)OC(=O)Cn2[nH]c(=O)c3ccccc3c2=O)cc1 (configuration not stated)
    nt	0.2	nt	0%	2%	-1%	nt	37%	-29%
CCCn1c(N)c(N(CCOC)C(=O)CSCC(=O)Nc2ccc(C)cc2)c(=O)[nH]c1=O
    nt	0.5	nt	6%	24%	-5%	nt	19%	1%
N#Cc1cc(C(=O)c2cc(Cl)ccc2O)cn(-c2ccccc2)c1=O
    25%	2.3	-3%	-11%	2%	-8%	-8%	-8%	-7%
O=C(Nc1ccc2oc(-c3ccc(Cl)cc3)nc2c1)c1ccc2ccccc2c1
    -1%	0.0	-6%	-3%	-5%	0%	5%	nt	-18%

Complete entries from above.
CCCCn1c(N)c(N(CC)C(=O)c2cc(Br)ccc2Cl)c(=O)[nH]c1=O is listed with POLB inh: -1%; TRHR ag: 0.4; BLM inh: -1%; POLK inh: -8%; POLI inh: 51%[activator]; ERG Ets-DNA blk: 8%; Apoferritin bind: 0%; APE1 inh: 19%; ALOX12 inh: -10%
CC1(O)CC2C(CC1O)C2(C)C (configuration not stated) is listed with POLB inh: nt; TRHR ag: nt; BLM inh: 3%; POLK inh: -2%[60.1 µM]; POLI inh: nt; ERG Ets-DNA blk: nt; Apoferritin bind: -9%; APE1 inh: 1%; ALOX12 inh: nt

The list goes on.
Values run as follows: POLB inh	TRHR ag	BLM inh	POLK inh	POLI inh	ERG Ets-DNA blk	Apoferritin bind	APE1 inh	ALOX12 inh
CC(=O)NS(=O)(=O)c1ccc(NC(=O)c2cc(-c3ccc(C)c(C)c3)nc3ccccc23)cc1
    25µM*	-0.2	4%	-7%	-22%	-4%	-10%	-5%	0%
Cc1ccc(C(=O)Nc2ccccc2C(=O)NCC2CCCO2)cc1 (configuration not stated)
    11%	-2.5	1%	-6%	6%	-1%	-14%	3%	-3%
CCOC(=O)C1C(=O)C=C(c2cccs2)CC1c1ccccc1C (configuration not stated)
    -2%[57.1 µM]	0.5	-8%	-9%	-9%	0%	-22%	-2%	-18%
Cc1occc1-c1nnc(SCC(=O)NC2CCCCC2C)o1 (configuration not stated)
    nt	-0.1	nt	6%	18%	1%	nt	59%	-3%
COc1ccc(-n2c(SCC(=O)NCC3CCCO3)nc3c([nH]c4ccccc43)c2=O)cc1 (configuration not stated)
    13%	-0.7	-6%	6%	22%	-1%	7%	1%	-10%
Cc1ccc(C)c(-c2ccc(=O)n(Cc3cccc(Br)c3)n2)c1
    -1%	0.9	-10%	-15%	108%[activator]	1%	?	16%	323%[activator]
COc1ccc(-c2csc(NC(=O)CN3C(=O)NC4(CCCC4)C3=O)n2)c(OC)c1
    nt	-0.4	nt	-7%	17%	-3%	nt	-6%	-24%
CCOC(=O)C1=NNC2(c3ccc(C)cc3)C(=O)N(c3ccccc3)C(=O)C12 (configuration not stated)
    17%	0.0	-11%	-10%	30%	-6%	-13%	-1%	9%
CCOc1ccccc1N1CCN(CC(=O)N(C2CCCC2)C2CCS(=O)(=O)C2)CC1 (configuration not stated)
    nt	0.9	nt	-12%	-17%	1%	nt	17%	165%[activator]
Oc1cc(Nc2cccnc2)cc2cccnc12
    nt	-0.5	nt	-11%	26%	nt	nt	25%&9%	-20%
CC12CN3CC(C)(CN(C1)C3c1ccc(F)cc1)C2 (configuration not stated)
    21%	0.7	0%	-25%	-13%	-8%	-2%	17%	18%
COc1ccc(-c2nc(N)n(C(C)=O)n2)cc1
    17%	-0.5	0%	-2%	10%	-8%	-5%	2%	3%
Cc1ccc(N2C(=O)[C@@H]3Cc4ccccc4CN3C2=O)cc1
    -15%	0.1	-4%	-9%	0%	-2%	-8%	5%	0%
O=C(Cn1nnc(-c2ccc(Cl)cc2)n1)NCC1CCCCC1
    0%	0.3	0%	-1%	?	nt	?	-5%	-1%
COc1ccc(NC(=O)N[C@@H](Cc2ccccc2)C(=O)NN)cc1
    2%	0.4	-1%	2%	59%[activator]	17%	3%	5%	338%[activator]
CCOC(=O)C(CC)n1nc(C)n2c(cc3sccc32)c1=O (configuration not stated)
    8%	-1.5	-2%	-16%	-24%	2%	-4%	8%	-10%
COc1ccc(-c2ccc(=O)n(Cc3ccc([N+](=O)[O-])cc3)n2)cc1
    3%	-0.4	-11%	-5%	-2%	-5%	?	0%	-6%
CCOc1ccc(C(=O)NCCn2cc(SCC(=O)NCCc3ccc(OC)c(OC)c3)c3ccccc32)cc1
    0%	-2.3	-4%	-12%	-9%	0%	105%[activator]	nt	?
CCOc1ccccc1N(CC(=O)N/N=C/c1cc(Br)ccc1OC)S(C)(=O)=O
    14%	0.1	-2%	-4%	12%	3%	-12%	5%	17%
COC1CCN(C(=O)c2ccc(OC3CCN(CCc4ccccc4)CC3)cc2)CC1
    -4%	0.2	-3%	-4%	70%[activator]	2%	-9%	-1%	-13%
COC(=O)CCC(=O)N1CCCC(C(=O)c2cc(F)ccc2F)C1 (configuration not stated)
    0%	0.2	1%	-6%	71%[activator]	-7%	-8%	15%	11%
CCOC(=O)C1CCCN(Cc2c(F)cccc2Cl)C1 (configuration not stated)
    -21%	-0.4	0%	-9%	-4%[58.9 µM]	3%	-5%	-5%	?
CC(=O)c1ccc(OCc2ccc(C(=O)c3ccccc3)cc2)cc1
    -2%	0.2	-15%	-3%	117%[activator]	2%	-11%	4%	34%[activator]
COc1ccc(CO/N=C/c2c(C)[nH]c(=O)[nH]c2=O)cc1
    3%	0.0	-1%	-16%	6%	-2%	-13%	2%	0%
Cc1ccc(S(=O)(=O)NCCC(=O)N2CCCCCCC2)cc1
    nt	-0.7	nt	2%	15%	5%	nt	48%[activator]	5%
O=c1c2ccccc2nc2n1C(CSCc1cccc(C(F)(F)F)c1)CS2 (configuration not stated)
    19%	-0.7	1%	-4%	0%	-4%	-14%	-4%	-9%
COc1cccc(CN(Cc2ccco2)C(c2ccc(F)cc2)c2nnnn2C(C)(C)C)c1 (configuration not stated)
    -4%	-1.1	-16%	-8%	-8%	0%	49%[activator]	-1%	4%
CN(C)S(=O)(=O)N1CCN(CC(=O)Nc2ccc(F)cc2)CC1
    -25%	-0.2	-10%	3%	7%	12%	-1%	36%	19%
Cc1ccc(-c2nnc(-c3ccccc3)c(N3CCOCC3)n2)cc1
    1%	-0.6	-3%	-25%	1%	-5%	-19%	-3%	-19%
CC(C)CCN(C(=S)Nc1cccc(F)c1)C(C)c1cccs1 (configuration not stated)
    -16%	1.2	-12%	-7%	-6%	-13%	-16%	6%	?
COC(=O)c1ccc2c(=O)n(CCN3CCOCC3)c(SCC(=O)Nc3ccccc3Cl)nc2c1
    11%	1.1	-5%	7%	51%[activator]	-3%	-3%	22%	-1%
O=C(Nc1ccc(N2CCCCCC2)cc1)c1ccc[nH]1
    nt	0.5	nt	-8%	2%	1%	nt	10%	0%
CCOC(=O)C(NCCCO)c1ccccc1 (configuration not stated)
    1%	0.1	2%	14%	-24%	3%	-6%	0%	?
COc1ccc(-n2c(CN3CCC(C)CC3)nc3ccc([N+](=O)[O-])cc3c2=O)c(OC)c1
    -3%	0.9	-4%	1%	43%	-1%	-21%	26%	-13%
Cc1cccc(OCC(=O)N/N=C/c2cn[nH]c2-c2ccc(Cl)c(Cl)c2)c1
    37%	3.5	-6%	-16%	61%[activator]	-9%	?	6%	0%
c1ccc(CSc2nnc3c4ccccc4c4ccccc4c3n2)cc1
    -13%	-0.4	-3%	nt	nt	nt	3%	-4%	nt
c1coc(C2=Nc3cccc4cccc(c34)N2)c1
    -9%	0.2	0%	-19%	6%	22%	-20%	-1%	?
COc1nc(N(C)C)nc(N(C#N)CCOC(C)=O)n1
    -38%	0.0	0%	15%	-14%	-5%	-7%	4%	4%
O=C(NNC(=O)NC1CCCCC1)NC1CCCCC1
    4%	0.0	-1%	-4%	7%	2%	-4%	-5%	-15%

Bioassay records as filed in PubChem.
